# Source: PubChem
# PPARg SRC-2 ag: PPARgamma-driven SRC-2 recruitment agonism. activation, % at 8 µM. PPARgamma LBD-SRC-2 recruitment, biochemical. 0.34% of 200,000 active; in the data active = activation above about 22%;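 note: 0% = vehicle and 100% = reference agonist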
# Target sequence (P37231 whole entry, looked up, the tested form may be a part): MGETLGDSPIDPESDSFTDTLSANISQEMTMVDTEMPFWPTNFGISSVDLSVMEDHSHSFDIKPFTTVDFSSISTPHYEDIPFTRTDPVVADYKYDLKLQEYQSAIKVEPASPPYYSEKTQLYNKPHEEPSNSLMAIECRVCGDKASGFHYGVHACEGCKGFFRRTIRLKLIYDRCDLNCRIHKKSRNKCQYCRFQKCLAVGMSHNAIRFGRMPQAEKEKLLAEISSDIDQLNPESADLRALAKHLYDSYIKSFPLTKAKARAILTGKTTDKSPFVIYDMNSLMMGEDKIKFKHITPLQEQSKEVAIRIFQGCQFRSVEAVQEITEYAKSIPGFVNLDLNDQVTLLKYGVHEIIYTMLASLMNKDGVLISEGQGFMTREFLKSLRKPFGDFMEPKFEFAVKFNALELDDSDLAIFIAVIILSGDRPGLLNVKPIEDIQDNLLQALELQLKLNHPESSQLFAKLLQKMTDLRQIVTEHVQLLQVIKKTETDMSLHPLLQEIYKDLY
# bIAP inhibitor: intestinal alkaline phosphatase (bovine) inhibition; inhibition, % at 20 µM; purified bovine IAP, CDP-star luminescence, 30 min; AID 1019; 190,000 tested, under 10 active;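 active = over 50% inhibition of intestinal alkaline phosphatase at 20 µM in the single-dose screen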
#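 System: purified bovine intestinal alkaline phosphatase (IAP) enzyme; Input: IAP diluted 1/65,000,000 in the well; Measured by: CDP-star luminescence signal; Compound dosing: 20 µM single dose; Incubation: 30 min reaction at room temperature.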
# TNAP inh hi DEA: inhibitors of human TNAP at high phosphate acceptor concentration; P05186; purified TNAP, CDP-star luminescence, 1 M DEA; inhibition, % at 20 µM; 0.03% of 200,000 active; AID 1135;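 active = over 50% inhibition of tissue-nonspecific alkaline phosphatase at 20 µM in the single-dose screen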;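 note: plate controls were DMSO wells for no effect and EDTA-quenched wells as full inhibition for full effect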
# Target sequence (P05186 whole entry, looked up): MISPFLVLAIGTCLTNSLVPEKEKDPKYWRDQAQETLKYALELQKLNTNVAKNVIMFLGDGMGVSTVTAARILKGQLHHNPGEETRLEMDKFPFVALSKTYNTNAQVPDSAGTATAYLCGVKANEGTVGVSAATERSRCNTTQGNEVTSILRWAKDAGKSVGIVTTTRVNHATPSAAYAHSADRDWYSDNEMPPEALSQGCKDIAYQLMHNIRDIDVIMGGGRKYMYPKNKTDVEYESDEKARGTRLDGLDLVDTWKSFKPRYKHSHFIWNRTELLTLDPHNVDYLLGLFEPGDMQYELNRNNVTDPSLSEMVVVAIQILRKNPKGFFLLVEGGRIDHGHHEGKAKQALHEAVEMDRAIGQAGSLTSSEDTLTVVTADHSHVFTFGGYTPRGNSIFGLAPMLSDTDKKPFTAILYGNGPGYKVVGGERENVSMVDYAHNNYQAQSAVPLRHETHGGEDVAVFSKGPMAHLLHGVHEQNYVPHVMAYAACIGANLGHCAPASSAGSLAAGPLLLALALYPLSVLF
# PPARg SRC-1 ag: PPARgamma-driven SRC-1 recruitment agonism | P37231 | PPARgamma-SRC-1 coactivator recruitment biochemical assay | activation, % at 8 µM | 0.41% of 200,000 active; in the data active = activation above about 19%;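 note: 0% = DMSO and 100% = reference agonist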
# Efa HMGR inh: blocks class II HMG-CoA reductase of Enterococcus faecalis; 0.41% of 190,000 active; AID 1066; purified E. faecalis HMGR, NADPH absorbance 340 nm kinetic; inhibition, % at 10 µM;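 active = inhibition above a set limit, the median over all tested compounds plus 3 SD, cut at about 9.5% in these data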;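 note: enzyme runs in reverse so mevalonate oxidation gives rising NADPH absorbance; 0% = complete reaction with DMSO and 100% = background rate lacking mevalonate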
# TNAP inh noacc: TNAP (human) inhibition, acceptor-free conditions | AID 1012 | inhibition, % at 20 µM | 0.26% of 200,000 active | purified TNAP, CDP-star luminescence, 30 min;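 active = tissue-nonspecific alkaline phosphatase inhibition above about 50% at 20 µM in the single-dose screen, limit read from the data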;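 note: 0% = DMSO negative control and 100% = EDTA positive control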
# bIAP activator: increases bovine intestinal alkaline phosphatase activity | activation factor at 20 µM | 0.17% of 200,000 active | purified bovine IAP, CDP-star luminescence, 30 min; active compounds read high; fold of DMSO-control signal, blank-subtracted;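 active = activation factor of 2 or more at 20 µM, a signal rise over negative controls twice the positive control's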
# SRC2 TRFRET art: counter-screen for PPARgamma SRC-2 recruitment agonists: TR-FRET artefact | 0.4% of 200,000 active | AID 1049 | TR-FRET ratio at 8 µM | active compounds read high; in the data active = TR-FRET ratio above about 2000; note: inactives centre near 1500
# TNAP act hi DEA: increases human TNAP activity under high phosphate acceptor concentration. purified TNAP, CDP-star luminescence, 1 M DEA, 30 min; active compounds read high; 0 = EDTA background, 1 = DMSO-only activity. activation factor at 20 µM. 200,000 tested, under 10 active. AID 1136;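 active = activation factor at least 2 at 20 µM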
#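 Assay system: human TNAP; Input: enzyme diluted 1/800 final; Reagent: CDP-star luminogenic substrate at 100 µM final; Timing: 30 min, room temperature; Signal: luminescence; Evaluation: TNAP activation factor scaled between EDTA and DMSO control wells.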
# PPARg SRC-3 ag: promotes SRC-3 coactivator recruitment by human PPARgamma; P37231; 0.26% of 200,000 active; biochemical PPARgamma/SRC-3 coactivator recruitment assay; activation, % at 8 µM; AID 731; in the data active = activation above about 23%;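 note: 0% = DMSO and 100% = reference agonist; some compounds past the cut are filed as inactive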
# Starred values were filed as active, the others as inactive; x = not tested or not shown. The order is random; about 1.6% have a hit in one of these screens.
# Fields – PPARg SRC-2 ag	bIAP activator	TNAP inh hi DEA	PPARg SRC-1 ag	TNAP inh noacc	PPARg SRC-3 ag	Efa HMGR inh	TNAP act hi DEA	bIAP inhibitor	SRC2 TRFRET art
1. C=CCOc1ccc(C2N3CC4(CC)CN2CC(CC)(C3)C4=O)cc1 (centres undefined)
    4.4	1	-9.9	4.1	-12.1	-6.2	-0.2	1.1	4.3	1612
2. CC(C)CNC(=S)NNC(=O)c1ccc(OC(F)F)cc1
    3.5	1.1	-8.9	2.8	-23.9	0.7	4.0	1.1	-10.4	1630
3. C=CCN1C(=NC(=O)CCCC(=O)O)SC2CS(=O)(=O)CC21 (centres undefined)
    -3.1	0.9	-9.1	6.2	-7.6	-2.8	3.5	1.1	11.2	1324
4. O=S(=O)(NCc1cccnc1)c1ccc(Br)s1
    1.8	0.9	-4.0	2.4	-5.8	4.6	-2.8	1	6.4	1438
5. C[C@H]1CC[C@H]2C(=O)N3[C@H](c4ccccc4Br)[C@@H](C)CC[C@H]3C(=O)N2[C@@H]1c1ccccc1Br
    0.1	1.2	-9.5	-7.8	-24.1	2.6	-0.1	1.1	-15.1	1377
6. O=C(CCC1CCCN(C(=O)c2cncs2)C1)NCc1ccc(F)c(F)c1 (centres undefined)
    -1.2	0.9	-5.9	0.3	-9.3	-0.5	-0.4	1.1	5.1	1488
7. COCCCNC(=O)C1CCC(CNS(=O)(=O)c2ccc(C)cc2)CC1 (centres undefined)
    -1.5	1	1.2	-2.4	-5.8	-1.8	0.7	1	0.1	1783
8. CC(=O)c1coc2c1cc(O)c1ccccc12
    18.7	0.9	-3.6	5.2	-14.0	1.4	-6.5	1	11.7	1488
9. CCOC(=O)c1c(NC(=O)c2ccco2)sc(C(=O)N2CCCC2)c1C
    -3.8	1.1	-4.0	-7.2	-9.2	-8.8	-4.7	1	-7.4	1454
10. O=C1c2ccccc2-c2onc3c(Oc4ccccc4)cc(O)c1c23
    7.5	0.7	2.5	7.9	7.2	3.3	-3.9	1	29.2	1567
11. CCCCNC(=O)NC1CCCC1
    2.5	0.9	-4.8	0.5	-2.2	0.1	-0.3	1	13.7	1398
12. Cc1ccc(C(=O)Oc2ccc([N+](=O)[O-])cc2)cc1S(=O)(=O)N1CCCCCC1
    10.8	0.9	2.2	-5.5	-3.4	2.9	-3.2	1	6.2	1541
13. O=C1CCCc2c1nc(-c1ccccc1)n2O
    0.1	1	-0.6	6.7	-3.5	2.6	1.8	1	2.1	1483
14. COC(=O)c1cc2ccsc2n1CC(=O)Nc1cc(C)cc(C)c1
    -7.2	0.9	-3.1	-1.0	-9.1	0.9	-0.6	1	10.9	1555
15. COc1cccc(-c2nnc(SCC(=O)N(C(C)C)C(C)C)o2)c1
    1.1	0.9	2.5	6.1	-3.8	-0.2	1.7	1	5.9	1712
16. COc1ccc(C2CC(c3ccccc3)=NN2S(=O)(=O)c2ccccc2)c(OC)c1 (centres undefined)
    0.3	0.9	-2.1	-2.6	-16.9	-3.3	-3.5	1	7.4	1525
17. O=C(/C=C/c1cccs1)c1cc(Cl)ccc1O
    5.8	1	6.0	0.7	-3.5	11.7	-0.8	0.9	1.2	1572
18. Cn1c(=O)[nH]c(=O)c2c1nc(OC(=O)c1ccccc1)n2CC(O)COc1ccc(F)cc1 (centres undefined)
    -7.5	1.1	-0.3	13.1	-6.1	-2.6	0.2	1	-15.0	1761
19. Cn1c(CCCOc2ccc(Cl)cc2Cl)nnc1SCC(=O)Nc1cccc(F)c1
    -4.8	1	-1.2	-5.7	-10.8	-0.9	-2.1	1	4.7	1460
20. Cc1c(C(=O)N2CCN(c3ncccn3)CC2)sc2nc3n(c(=O)c12)CCCC3
    7.9	1	-4.7	-5.2	-10.8	4.8	0.3	1	1.1	1478
21. Cn1c(=O)c([N+](=O)[O-])c(-n2ccnc2)c2ccccc21
    -7.3	0.9	-2.5	11.9	-10.0	5.0	-2.7	1	9.8	1612
22. Cn1c(SCc2cccnc2)nnc1-c1c[nH]c2ccccc12
    -5.4	1	-2.9	2.9	-6.1	-1.2	0.6	1	3.8	1692
23. CC(CC(=O)O)Nc1ccccc1O (centres undefined)
    -0.5	1	-5.0	-2.5	15.6	-5.5	-2.2	1.1	-2.9	1600
24. Cc1ccc(S(=O)(=O)NC(=O)NC(=O)N(C)S(=O)(=O)c2ccc(C)cc2)cc1
    4.2	0.9	-1.7	5.4	5.1	9.0	2.9	1	6.5	1634
25. COc1cccc2cc(C(N)=O)oc12
    0.2	1	-2.1	7.0	-15.9	2.9	-4.2	1	4.1	1577
26. NC(=O)C(=O)NN=C1CCC(c2ccccc2)CC1 (centres undefined)
    16.6	1	-0.5	4.2	-2.6	0.1	-0.3	1	4.4	1693
27. CCC(C)(C)n1nnnc1C(c1ccccc1)N1CCN(Cc2ccccc2)CC1 (centres undefined)
    1.7	1.2	-3.5	-1.8	-5.1	1.9	1.2	1	-15.2	1466
28. CCOc1ccc2c(c1)C(N(CCN1CCOCC1)C(=S)Nc1ccccc1OC)CC(C)(C)O2 (centres undefined)
    4.5	1	-3.5	17.6	-8.0	3.4	4.2	1	0.1	1758
29. Cc1cc(C(=O)O)c(=O)[nH]c1C
    1.4	0.9	-6.2	13.9	-15.9	6.0	-3.0	1.1	7.1	1597
30. O=C(NNC(=O)c1sccc1-n1cccc1)c1ccc(F)cc1
    6.1	1.1	-5.5	7.0	-11.7	4.1	x	1.1	-5.1	1599

# A draw from above in order of number of heavy atoms, lowest first:
# Fields – PPARg SRC-2 ag	bIAP activator	TNAP inh hi DEA	PPARg SRC-1 ag	TNAP inh noacc	PPARg SRC-3 ag	Efa HMGR inh	TNAP act hi DEA	bIAP inhibitor	SRC2 TRFRET art
9. CCOC(=O)c1c(NC(=O)c2ccco2)sc(C(=O)N2CCCC2)c1C
    -3.8	1.1	-4.0	-7.2	-9.2	-8.8	-4.7	1	-7.4	1454
24. Cc1ccc(S(=O)(=O)NC(=O)NC(=O)N(C)S(=O)(=O)c2ccc(C)cc2)cc1
    4.2	0.9	-1.7	5.4	5.1	9.0	2.9	1	6.5	1634
18. Cn1c(=O)[nH]c(=O)c2c1nc(OC(=O)c1ccccc1)n2CC(O)COc1ccc(F)cc1 (centres undefined)
    -7.5	1.1	-0.3	13.1	-6.1	-2.6	0.2	1	-15.0	1761

# Further compounds follow:
# Fields – PPARg SRC-2 ag	bIAP activator	TNAP inh hi DEA	PPARg SRC-1 ag	TNAP inh noacc	PPARg SRC-3 ag	Efa HMGR inh	TNAP act hi DEA	bIAP inhibitor	SRC2 TRFRET art
31. Cn1c2c(c(=O)n(C)c1=O)C(NS(=O)(=O)c1ccc(Cl)cc1)(C(F)(F)F)C(=O)N2 (centres undefined)
    9.9	0.8	-1.9	2.0	-8.1	7.0	-7.3	1	18.6	1614
32. CC(C)c1ccc(NC(=O)Nc2cc3sccc3n2C)cc1
    7.3	0.8	4.4	2.6	-9.4	8.3	-0.4	1	21.4	1455
33. CCSc1cnn(-c2ccccc2)c(=O)c1SCC
    96.3*	0.9	-6.7	68.1*	-27.9	122.7*	-3.1	1.1	10.6	3615*
34. Cc1cc(-c2nnc(CCC(=O)NC(Cc3ccccc3)c3ccccc3)o2)no1 (centres undefined)
    -1.8	1.2	4.0	5.9	-5.0	3.0	0.0	1	-19.3	1608
35. CCOC(=O)C(NC(C)=O)C(=O)Nc1ccc(C(C)(C)C)cc1 (centres undefined)
    -2.7	1	-1.7	6.8	-5.4	1.7	-3.4	1	0.0	1609
36. CCN(CC)C(=O)CSc1nc2cc3c(cc2c(=O)n1Cc1ccc(OC)cc1)OCO3
    8.9	1	-3.9	4.2	-9.4	3.5	-3.1	1	2.2	1687
37. COc1ccc(C(=O)OCC(N)=O)cc1[N+](=O)[O-]
    9.3	1.3	-2.7	4.0	-12.1	3.4	-6.5	1	-26.7	1613
38. OCCNc1nc(-c2ccccc2)nc2ccccc12
    0.3	0.9	-6.4	-6.0	-10.0	3.0	6.1	1.1	5.1	1534
39. Cc1ccc(NC(=O)CN(C)CC(=O)Nc2ccc(F)c(F)c2F)c(Cl)c1
    4.5	1.1	-3.7	4.6	-12.7	4.2	-3.7	1	-11.9	1636
40. CN(Cc1ccccc1)Cc1ccccc1F
    3.6	1	-8.3	5.9	3.1	-5.9	-2.8	1.1	4.9	1815
41. CCn1c(SC/C=C/c2ccccc2)nnc1-c1cccs1
    2.4	0.9	-5.1	-1.3	-0.7	1.6	0.3	1.1	7.8	1338
42. CC(C)c1onc(C(=O)N2CCN(Cc3ccccc3)CC2)c1[N+](=O)[O-]
    0.7	1.2	-4.8	-1.6	-4.2	-3.7	-0.1	1	-24.4	1554
43. CC(C1CC1)N(C(=O)NC1CCS(=O)(=O)C1)c1ccccc1 (centres undefined)
    3.7	1	-9.0	2.1	-0.1	5.6	5.8	1.1	-0.2	1467
44. COc1cccc(NC(=O)Cc2ccc(C)cc2)c1
    -5.3	0.9	-4.3	-4.5	-21.3	-9.8	-3.0	1	13.1	1416
45. CN1CCN(C(=O)/C=C/c2ccc3c(c2)OCO3)CC1
    0.8	1.1	-5.7	3.5	-10.3	3.9	3.1	1.1	-9.6	1669
46. CCSc1nnc(NC(=O)CSC2=NN3CCCC(=O)N=C3S2)s1
    8.0	1	2.6	3.9	-0.8	2.3	0.1	1	1.1	1610
47. CCN(CC)CCNC(C(=O)Nc1ccc([N+](=O)[O-])cc1Br)c1ccccc1 (centres undefined)
    3.1	1.2	-0.2	10.9	-44.4	-0.3	0.4	1	-18.3	1545
48. CCOC(=O)CN1C(=O)SC(CC(=O)Nc2nccs2)C1=O (centres undefined)
    1.9	1.3	-1.9	-0.6	-92.0	4.2	1.7	1	-28.1	1634
49. CCOC(=O)C1C(=O)NC(N2CCN(c3ccccc3)CC2)=NC1c1ccco1 (centres undefined)
    6.9	1	-4.0	-2.0	-6.3	5.5	-2.9	1	-4.0	1587
50. COc1nnc(-c2ccc(N3CCOCC3)c(NC(=O)c3ccc(C)cc3)c2)c2ccccc12
    -3.2	1.1	-2.5	5.6	-2.3	2.6	-4.9	1	-6.2	1369
51. COc1ccc(CCNC(=O)CSc2ccc(-c3ccco3)nn2)cc1
    -7.9	1.1	-2.0	-4.8	-8.8	-0.7	-5.5	1	-9.6	1289
52. O=S(=O)(c1cccc(Cl)c1Cl)N1CCN(C(=S)NCCCN2CCOCC2)CC1
    -4.5	1.1	-1.2	-6.6	-10.2	-0.5	-8.7	1	-9.1	1647
53. N#C/C(C(=O)c1ccccc1)=C1/CCCN1
    3.9	1	-4.6	-1.4	-3.7	6.5	0.4	1	-4.4	1639
54. CC[N+](CC)(CC)CC(=O)Nc1ccc(SC(F)F)cc1
    4.6	1.1	-3.6	2.2	-15.8	6.6	-8.8	1	-11.9	1566
55. O=C(C1CCC(CNS(=O)(=O)c2ccc(F)cc2)CC1)N1CCOCC1 (centres undefined)
    -2.1	1	0.2	-5.2	-1.7	-4.2	-0.6	1	-3.7	1544
56. OCCC1CN(Cc2ccc3nsnc3c2)CCN1CCc1ccccc1 (centres undefined)
    9.9	1	-4.7	10.6	-6.1	-0.6	-1.2	1	-0.2	1540
57. CC1SC(c2cccc(Cl)c2)NC1=O (centres undefined)
    7.0	1.4	-2.6	8.0	-20.9	4.5	1.4	1	-43.8	1467
58. C=CCN(CC=C)C(=S)Nc1ccccc1
    12.5	1	-3.1	1.2	-6.7	5.6	-1.1	1	-3.5	1561
59. COc1ccc(NC(=O)C2CCN(C(=O)NCc3ccccc3)CC2)cc1
    3.3	0.9	-6.0	3.5	-5.4	6.6	-5.3	1.1	6.4	1618
